STAT3 inh = reduces IL-6 driven STAT3 reporter signal; U3A cells, IL-6 STAT3-luciferase reporter, luminescence; host cell line lacks STAT1; inhibition, % at 5.5 µM; 190,000 tested, 0.89% active;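 active = inhibition above the mean inhibition across all screened compounds plus 3 SD, cut at about 44% in these data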;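 also: 0% = DMSO only wells and 100% = 100 µM nifuroxazide control wells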
STAT3 act = increases IL-6 driven STAT3 reporter signal; AID 871; U3A cells, IL-6 STAT3-luciferase reporter, luminescence; 100% = signal with IL-6 EC80 alone; 190,000 tested, 0.91% active; activation (% of control), % at 5.6 µM;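 active = activation above the screen-wide mean of compound activation plus 3 SD, cut at about 130% in these data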;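 also: 0% = background luminescence of wells with medium and substrate only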
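Material: human U3A cells carrying STAT3-luciferase construct. Measured by: reporter luminescence signal. Timing: compound 1 h, then IL-6 6 h at 37 °C.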
S1P3 antagonist = S1P3 (human) receptor antagonism | inhibition, % at 4.98 µM | 170,000 tested, 0.27% active | CHO S1P3 NFAT-BLA reporter, FRET fluorescence, antagonist mode | Q99500 | AID 485;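 active = inhibition above the plate cutoff, the mean inhibition of test wells on that plate plus 3 SD, cut at about 28% in these data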;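 also: cells challenged with S1P at its EC80 of 0.8 µM; blue over green emission ratio from cleaved BLA substrate after 4 h stimulation; 0% = S1P-stimulated wells and 100% = unstimulated DMSO-only wells; some compounds past the cut are filed as inactive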
Target sequence (Q99500 whole entry, looked up): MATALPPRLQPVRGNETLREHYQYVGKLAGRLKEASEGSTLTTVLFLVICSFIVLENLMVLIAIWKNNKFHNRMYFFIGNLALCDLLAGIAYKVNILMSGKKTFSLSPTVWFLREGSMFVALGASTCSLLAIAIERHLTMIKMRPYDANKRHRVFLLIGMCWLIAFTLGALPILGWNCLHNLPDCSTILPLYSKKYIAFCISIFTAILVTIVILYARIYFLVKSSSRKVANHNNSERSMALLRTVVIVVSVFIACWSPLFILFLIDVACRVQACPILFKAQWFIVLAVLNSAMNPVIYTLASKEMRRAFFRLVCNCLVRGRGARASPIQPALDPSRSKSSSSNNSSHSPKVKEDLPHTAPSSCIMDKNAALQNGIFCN
STAT1 inh = inhibitors of IFN-gamma induced STAT1 signaling. NIH 3T3 STAT1-luciferase reporter, luminescence. inhibition, % at 5.5 µM. 200,000 tested, 0.35% active;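 active = inhibition above a set limit, the mean inhibition across all tested compounds plus 3 SD, cut at about 34% in these data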;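 also: 0% = IFN-gamma with DMSO and 100% = IFN-gamma with 300 µM nifuroxazide; values of inactives mirror those of a sister screen read the other way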
TLR4 MyD88 comp = TLR4-MyD88 interaction inhibition in cells; HeLa CL3-4 TLR4/MyD88 BLA complementation, FRET ratio; O00206+Q99836; 200,000 tested, 0.18% active; inhibition, % at 8.4 µM; in the data active = inhibition above about 25%;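 also: 0% = vehicle and 100% = reference inhibitor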
ROMK primary = modulators of human ROMK potassium channel; Tet-inducible ROMK, thallium flux fluorescence; actives lie on both sides; 130,000 tested, 2% active; AID 1918; B-score at 10 µM; P48048;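 active = signal ratio slope over the read window, or its plate-corrected B-score, at least 3 SD from the plate mean, either direction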;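 also: B-score of the F/F0 ratio slope over 7 to 12 s after thallium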
PPARg SRC-1 ag = agonists of human PPARgamma SRC-1 coactivator recruitment; P37231; PPARgamma-SRC-1 coactivator recruitment biochemical assay; activation, % at 8 µM; 200,000 tested, 0.41% active; in the data active = activation above about 19%;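 also: 0% = DMSO and 100% = reference agonist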
Target sequence (P37231 whole entry, looked up): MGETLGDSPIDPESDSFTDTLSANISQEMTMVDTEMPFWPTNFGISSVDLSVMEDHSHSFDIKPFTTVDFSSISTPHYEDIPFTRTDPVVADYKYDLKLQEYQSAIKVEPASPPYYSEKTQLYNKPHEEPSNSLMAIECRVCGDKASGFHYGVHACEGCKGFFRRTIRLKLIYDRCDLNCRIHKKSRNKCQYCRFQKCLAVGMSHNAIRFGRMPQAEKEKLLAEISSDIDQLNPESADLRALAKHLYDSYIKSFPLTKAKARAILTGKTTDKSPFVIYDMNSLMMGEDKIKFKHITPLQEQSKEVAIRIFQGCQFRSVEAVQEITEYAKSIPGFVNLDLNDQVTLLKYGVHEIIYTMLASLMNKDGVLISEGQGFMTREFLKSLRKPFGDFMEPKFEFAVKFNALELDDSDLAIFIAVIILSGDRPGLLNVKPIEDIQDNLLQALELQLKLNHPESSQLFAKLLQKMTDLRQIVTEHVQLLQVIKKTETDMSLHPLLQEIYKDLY
PPARg SRC2 recr = promotes SRC-2 coactivator recruitment by human PPARgamma. P37231. PPARgamma LBD-SRC-2 recruitment, biochemical. activation, % at 8 µM. 200,000 tested, 0.34% active. AID 1032; in the data active = activation above about 22%;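 also: 0% = vehicle and 100% = reference agonist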
RAM network inh = blocks the yeast RAM network. S. cerevisiae dse1pr::URA3 reporter, 5-FOA growth OD615, 2 d; analog-sensitive cbk1-as2 kinase mutant strain. inhibition, % at 50 µM. 190,000 tested, 1.8% active. AID 868;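 active = inhibition above a set limit, 3 SD over mean compound inhibition, cut at about 8.4% in these data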;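 also: 0% = DMSO-only wells with no growth and 100% = 10 µM 1-NA-PP1 full growth; inhibition rescues growth on 5-FOA so higher OD means more RAM inhibition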
PPARg SRC3 recr = PPARgamma-driven SRC-3 recruitment agonism; P37231; biochemical PPARgamma/SRC-3 coactivator recruitment assay; activation, % at 8 µM; 200,000 tested, 0.26% active; AID 731; in the data active = activation above about 23%;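 also: 0% = DMSO and 100% = reference agonist; some compounds past the cut are filed as inactive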
SRC2 TRFRET art = TR-FRET artefact, counter-screen to PPARgamma/SRC-2 agonist assay; active compounds read high; TR-FRET ratio at 8 µM; 200,000 tested, 0.4% active; AID 1049; in the data active = TR-FRET ratio above about 2000; also: inactives centre near 1500; reference of the scale not given here
* hit, by the source's call; / = no result given.

SMILES	STAT3 inh	STAT3 act	S1P3 antagonist	STAT1 inh	TLR4 MyD88 comp	ROMK primary	PPARg SRC-1 ag	PPARg SRC2 recr	RAM network inh	PPARg SRC3 recr	SRC2 TRFRET art
CC(C(=O)Nc1ccccc1F)N1C(=O)c2ccccc2C1=O (configuration not stated)	3	98	-8	-5	-4	-0.011	-4	4	1.9	-4	1618
O=C(NCCN1CCOCC1)c1cccs1	7	99	-27	3	-9	/	6	5	2.7	4	1651
COc1cc(S(=O)(=O)NCC2CCCO2)c(OC)cc1Cl (configuration not stated)	-1	104	-35	0	7	-0.26	-1	11	2.1	-6	1601
O=C(CSc1nnc2ccccn12)Nc1ccccc1C(=O)O	4	98	5	0	13	0.75	4	-4	0.5	-3	1450
Cc1ccc(C)c(C(=O)CN2C3=NCCCN3c3ccccc32)c1	-4	108	/	13	-1	/	-4	-5	-0.1	-3	1521
CCOC(=O)N1CCC(N2C(=O)c3ccccc3C2Nc2ccc3c(C)cc(=O)oc3c2)CC1 (configuration not stated)	4	101	0	-2	-6	/	2	1	3.6	12	1498
CCCn1cc(S(=O)(=O)CC(=O)Nc2ccc(OCC)cc2)c2ccccc21	16	92	/	-2	7	/	5	-3	1.2	-1	1528
CCOC(=O)c1sc(NC(=O)CSc2ncn[nH]2)c(C#N)c1C	17	88	13	9	-4	/	7	-3	2.8	0	1678
COc1cccc(NC(=O)c2cc([N+](=O)[O-])ccc2N2CCN(C)CC2)c1	5	101	-1	4	9	-2.8	5	-1	2.8	-3	1585
CC(=O)NCCc1cc2cc(C)c(C)cc2[nH]c1=O	2	101	-19	0	8	/	6	1	0.3	4	1495
COc1ccc(C2=NN(c3nc(C(=O)O)cs3)C(O)(C(F)(F)F)C2)c(OC)c1 (configuration not stated)	0	99	-12	-2	4	2	2	3	-0.3	-1	1466
CC(=O)NC(CC(=O)NC1CCCCC1)c1ccccc1 (configuration not stated)	-2	103	5	5	6	-0.45	-5	-5	1.6	-4	1596
O=C(O/N=C1\CCCCC1c1ccc([N+](=O)[O-])cc1[N+](=O)[O-])c1c(F)cccc1F (configuration not stated)	3	102	/	0	-1	/	8	-3	1.4	8	1806
O=C(NCc1ccco1)c1csc2c1CCCCC2	5	100	-18	3	8	-0.7	-1	-7	1.2	3	1559
CC1CC(C)CN(CCCNC(=O)C2CCN(S(=O)(=O)N3CCCCC3)CC2)C1 (configuration not stated)	11	97	-3	1	-16	-0.0038	8	-1	1.4	9	1658
Cc1ccc(C(=O)/C=C/c2ccc(Br)cc2)o1	22	91	/	-10	12	/	1	7	2.1	-5	1741
O=C(COC(=O)CCc1ccc(S(=O)(=O)N2CCOCC2)cc1)NCc1ccccc1	4	104	-7	7	-4	1.8	0	-6	0.3	4	1535
Cc1ccc(CSCCNC(=O)c2ccccc2)cc1	1	98	2	8	-6	-1.3	-3	-5	-0.3	-1	1548
C=CCn1c(SCC(=O)N2N=C(c3ccco3)CC2c2ccco2)nnc1-c1ccncc1 (configuration not stated)	5	96	0	10	-3	/	14	-2	0.5	5	1612
Cc1ccc2c(CC(=O)OC3CCOC3=O)coc2c1 (configuration not stated)	6	98	-25	5	-8	/	-4	0	-0.8	-8	1469
CC(C)C12CCC(C(=O)O)C(C1)C(=O)O2 (configuration not stated)	8	100	-52	-6	9	0.4	6	-1	2.2	9	1601
Cc1ccccc1NC(=S)NC(NC(=O)c1ccccc1C)C(Cl)(Cl)Cl (configuration not stated)	7	99	/	8	10	/	-2	-1	3.2	-2	1420
CCN1CCC(NC(=O)Nc2ccc(F)cc2F)CC1	9	95	5	0	-6	0.0014	-2	-1	1.1	2	1679
CC1CCCC(NC(=O)c2ccc(CNc3c(N4CCCC4)c(=O)c3=O)cc2)C1C (configuration not stated)	-6	105	-8	8	6	/	3	4	3.2	4	1517
CCOc1ccc(CN(C)C(=O)c2cccnc2OCC)cc1OC	-2	103	-10	-1	-12	0.6	3	-3	-0.4	0	1664
CCOc1ccc(C(=O)NC(=S)Nc2ccc(NC(=O)CC)cc2)cc1[N+](=O)[O-]	12	92	12	0	-12	1.5	0	2	5.5	-4	1584
CC1CC(C)CN(CC(C)(C)NS(=O)(=O)c2ccccc2)C1 (configuration not stated)	10	98	-14	6	3	/	-4	7	0.5	-1	1712
Cc1nc(SCc2ccccc2F)c2cnn(-c3ccccc3)c2n1	-12	111	-3	-23	-11	-0.68	2	-3	11*	5	1524
N#CC(=C1CCCC1)c1nc(-c2ccccc2)cs1	8	97	/	-73	-7	/	-4	-2	2.9	-7	1606
Cc1ccc(-n2ncc(C(=O)N3CCc4ccccc4C3)c2NC(=O)c2ccco2)cc1C	7	96	3	2	-7	0.37	6	3	2.2	-6	1598
COc1ccccc1Nc1nc(-c2c(C)nc3ncccn23)cs1	40	68	-4	39*	-1	1.2	10	9	1.6	4	1526
O=C1C2CCCN2C(c2ccccc2)N1c1cccc(Cl)c1 (configuration not stated)	2	105	1	-1	-5	/	4	-5	-0.5	2	1498
CCOc1ccc(N2CC(C(=O)NCCN3C(=O)S/C(=C\c4ccc(OC)cc4)C3=O)CC2=O)cc1 (configuration not stated)	9	97	-4	-3	-5	/	7	-2	3.1	6	1620
COc1ccc(Cl)cc1C(=O)O/N=C(\N)c1ccc(Cl)cc1	-2	105	6	10	-13	-0.45	-6	3	1.4	-2	1531
CCOC(=O)c1ccc(NC(=S)NC2CC(C)(C)NC(C)(C)C2)cc1	-12	115	/	4	0	/	-6	0	0.1	9	1391
COc1ccc(OCC(=O)Nc2ccc(N3CCN(C(=O)c4ccccc4C)CC3)cc2)cc1	1	109	0	-8	-1	0.0081	0	-5	2.2	2	1449
CCc1cccc(C)c1N(C(=O)Cn1c(=O)[nH]c2ccccc21)C(C)COC (configuration not stated)	12	95	/	0	2	-0.77	7	10	-0.5	-3	1493
CCc1c(C)nc(SCC(=O)N2CCN(c3ccccc3OC)CC2)[nH]c1=O	1	106	-7	-5	6	0.13	2	-1	2.6	3	1635
O=C(CN1CCN(CCOCCO)CC1)N1c2ccccc2Sc2ccc(Cl)cc21	-15	115	-8	0	18	-0.37	1	2	-0.5	1	1555
CCCCN(CC)CCCNC(=O)Cn1nc(Cc2cccnc2)c2ccccc2c1=O	-10	107	/	-10	-5	0.034	-1	3	1.4	-9	1560
O=C(CN1CCN(c2ccc(Cl)cc2)CC1)Nc1ccc(F)cc1	9	96	28	-11	-13	/	2	8	1.6	13	1495
O=C(CSc1nnc(-c2ccco2)n1-c1ccccc1)N1CCN(C(=O)c2ccco2)CC1	6	99	-48	18	-8	/	-6	10	0.7	-7	1584
O=C(CSc1ccc2ccccc2n1)NCCC1=CCCCC1	-6	101	4	-8	-10	/	-1	1	8.6*	6	1475
CCn1ccc(C(=O)Oc2ccc(C(C)C)cc2)n1	12	93	-7	1	-2	-0.13	0	11	-0.9	4	1571
COc1cc(/C=N/NC(=O)C(N)=O)cc(OC)c1O	-9	111	13	-2	-8	0.83	0	5	3.9	-1	1433
CCOC(=O)Cn1c(=O)cc(C)c2cccc(C)c21	12	95	-23	-1	-15	-0.94	7	12	0.5	0	1612
Cc1ccc(Nc2cc(C)nn2-c2nc(C)cc(=O)[nH]2)cc1	8	96	6	-146	16	-0.32	-4	-6	1.6	-8	1393
COc1ccc(C2C(C(=O)N3CCCCC3)c3ccccc3C(=O)N2C)cc1 (configuration not stated)	0	103	/	-2	-20	-0.14	7	7	0.0	1	1430
CCOC(=O)CNC(=O)CSc1nc(Cc2cccs2)nc2ccccc12	3	102	/	-2	4	/	-7	-6	1.3	-2	1600
Cc1noc(C)c1S(=O)(=O)Nc1ccc(C(=O)O)cc1	0	102	15	-1	-12	0.48	-11	-8	0.9	-2	1504

(list continues)
SMILES	STAT3 inh	STAT3 act	S1P3 antagonist	STAT1 inh	TLR4 MyD88 comp	ROMK primary	PPARg SRC-1 ag	PPARg SRC2 recr	RAM network inh	PPARg SRC3 recr	SRC2 TRFRET art
CCc1c(C)nc(N)n2c(SCC(=O)N3CCCC(C)C3)nnc12 (configuration not stated)	10	94	-3	-8	-8	/	-6	2	1.5	2	1658
COC(=O)c1[nH]c(C)c(/C(O)=C2\C(=O)C(=O)N(CCN(C)C)C2c2cccs2)c1C (configuration not stated)	14	97	/	4	-2	/	7	10	0.7	8	1635
CCOC(=O)Cn1c(=O)c(-c2ccccc2NCc2ccccc2)nc2ccccc21	-39	136*	/	2	-1	/	-3	15	/	4	1719
COC(=O)c1ccn(Cc2ccccc2Cl)n1	-2	105	-2	-21	-7	-0.16	1	5	2.2	-4	1461
CCN1C(=O)c2ccccc2Sc2ccc(C(=O)NCCN3CCOCC3)cc21	1	99	-8	-4	-7	0.1	0	10	0.1	6	1438

13 structures from above, arranged by heavy-atom count, rising:
SMILES	STAT3 inh	STAT3 act	S1P3 antagonist	STAT1 inh	TLR4 MyD88 comp	ROMK primary	PPARg SRC-1 ag	PPARg SRC2 recr	RAM network inh	PPARg SRC3 recr	SRC2 TRFRET art
COC(=O)c1ccn(Cc2ccccc2Cl)n1	-2	105	-2	-21	-7	-0.16	1	5	2.2	-4	1461
CCOC(=O)Cn1c(=O)cc(C)c2cccc(C)c21	12	95	-23	-1	-15	-0.94	7	12	0.5	0	1612
Cc1noc(C)c1S(=O)(=O)Nc1ccc(C(=O)O)cc1	0	102	15	-1	-12	0.48	-11	-8	0.9	-2	1504
Cc1ccc(Nc2cc(C)nn2-c2nc(C)cc(=O)[nH]2)cc1	8	96	6	-146	16	-0.32	-4	-6	1.6	-8	1393
O=C(CSc1ccc2ccccc2n1)NCCC1=CCCCC1	-6	101	4	-8	-10	/	-1	1	8.6*	6	1475
CCc1c(C)nc(N)n2c(SCC(=O)N3CCCC(C)C3)nnc12 (configuration not stated)	10	94	-3	-8	-8	/	-6	2	1.5	2	1658
CCOC(=O)CNC(=O)CSc1nc(Cc2cccs2)nc2ccccc12	3	102	/	-2	4	/	-7	-6	1.3	-2	1600
COc1ccc(C2C(C(=O)N3CCCCC3)c3ccccc3C(=O)N2C)cc1 (configuration not stated)	0	103	/	-2	-20	-0.14	7	7	0.0	1	1430
CCN1C(=O)c2ccccc2Sc2ccc(C(=O)NCCN3CCOCC3)cc21	1	99	-8	-4	-7	0.1	0	10	0.1	6	1438
COC(=O)c1[nH]c(C)c(/C(O)=C2\C(=O)C(=O)N(CCN(C)C)C2c2cccs2)c1C (configuration not stated)	14	97	/	4	-2	/	7	10	0.7	8	1635
CCOC(=O)Cn1c(=O)c(-c2ccccc2NCc2ccccc2)nc2ccccc21	-39	136*	/	2	-1	/	-3	15	/	4	1719
CCCCN(CC)CCCNC(=O)Cn1nc(Cc2cccnc2)c2ccccc2c1=O	-10	107	/	-10	-5	0.034	-1	3	1.4	-9	1560
O=C(CSc1nnc(-c2ccco2)n1-c1ccccc1)N1CCN(C(=O)c2ccco2)CC1	6	99	-48	18	-8	/	-6	10	0.7	-7	1584
